p53ts 32C kill – cytotoxicity in p53ts cells at permissive temperature; 130,000 compounds, 0.93% hits; AID 924; Potency, µM (top dose mostly 46.1 µM), inactives show at the highest dose activity change, negative = cytotoxicity, most hits filed as cytotoxic; H1299-p53A138V at 32C, ATP luminescence viability, 24 h;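 also: 0% = DMSO and -100% = full killing by reference compound; nearly all actives have a fitted effect of over 55% in size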
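ATP-content luminescence (ATPlite) read-out after 24 h compound exposure at 32C in H1299-p53A138V cells (600/well). Tested up to 46 uM. Normalized to DMSO (0%) and 100 uM tamoxifen (100% killing); Hill-fit AC50.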
p53ts 39C kill – cytotoxicity in p53ts cells at nonpermissive temperature. H1299-p53A138V viability at 39C, ATP luminescence, 24 h. AID 902. 130,000 compounds, 1.5% hits. Potency, µM (series often up to 46.1 µM), inactives show top-dose activity change, negative = cell killing, usual class: cytotoxic; also: nearly all actives have a fitted effect of over 55% in size
IkB sig inh – inhibitors of IkB signaling in ABC-DLBCL cells. 110,000 compounds, 0.04% hits. Potency, µM (titrated, usually from 57.1 µM), without a hit: top-dose IkBa stabilization activation. ABC-DLBCL IkBa-CBG/CBR dual luciferase ratio, 4 h; response scale: scaled: untreated 0%, proteasome inhibitor 100%; active = well fitted curve in the direction sought with a large enough effect in the signal ratio, not every such curve was filed as active; inconclusive = small, poorly fitted or top-dose-only effect, or a change in a side signal; the % refers to the signal ratio;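 also: the direction sought is a rising ratio; 0% = basal untreated cells and 100% = reference inhibitor full response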
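In this assay, an IκBα–CBG68 fusion accumulates when IKK-driven degradation is blocked; native CBR normalizes for cell number. OCI-Ly3 cells were treated 4 h with compound and doxycycline, then green and red light read after Chroma-Glo addition.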
Peg3 imprint – genomic imprint erasure induction. Potency, µM (doses to about 60.7 µM), for the others: at the highest dose activity change, positive = activation, usual class: activators. mouse ES Peg3-LacZ reporter, beta-gal luminescence, 40 h. 110,000 compounds, 0.02% hits;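 also: 0% = negative control wells on the plate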
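Gelatin-coated wells received 300 freshly trypsinized female ES cells with a Peg3LacZ-Neo reporter on the maternal allele, then incubated 40 hours at 37C. BetaGlo was added for 5 minutes at room temperature before a single luminescence read.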
* hit, by the source's call; ? = inconclusive; . = no result given; [ ] = another dose, or the depositor's remark. Unless noted, calls follow the shape of the dose curve; as a rule, active = well fitted curve in the direction sought with a large enough effect; inconclusive = small, poorly fitted or top-dose-only effect, or another doubt; inactive = no such curve, though single readings can be large; an effect the other way counts as inactive or inconclusive. Unless noted, % is scaled to controls: 0 for no effect and ±100 for the full control effect; potency is read from the fitted curve at half-maximal effect.

SMILES	p53ts 32C kill	p53ts 39C kill	IkB sig inh	Peg3 imprint
Cc1ccc(SCc2nc(-c3ccncc3)no2)cc1	-19.5%	-5.6%	-0.9%	-3.8%
Cc1ccc2nsnc2c1S(=O)(=O)N1CCCC1	2.9%	-0.2%	-0.2%	2.8%
CCCn1c(=O)c2sccc2n2c(CCCC(=O)N3CCN(c4cccc(C)c4C)CC3)nnc12	-4.2%	-10.9%	?	-15.2%[10.9 µM]
Cc1c(C(=O)NCCCN2CCCC2=O)oc2ccc(S(=O)(=O)N3CCOCC3)cc12	-2.2%	6.0%	0.4%	-8.8%
CCc1nc(N)c(C#N)c(-c2cccn2C)c1C	3.1%	3.1%	-1.7%	-10.9%
Cc1cccc(OCc2nnc(SCC(=O)N3CCN(c4ccccc4)CC3)o2)c1C	9.9%	20.4%	.	.
COc1c(S(=O)(=O)N2CCCC2)ccc(Cl)c1Cl	5.5%	9.3%	1.7%	-2.9%
O=C(CCCCn1c(=O)[nH]c2ccccc2c1=O)NCCC1=CCCCC1	-3.1%	-7.2%	-0.1%	4.7%
COc1cc2c(cc1OC)C(COc1ccc(F)cc1)N(C(=O)c1ccc(S(=O)(=O)N3CCCC3)cc1)CC2 (stereo not drawn)	1.2%	-25.7%	-0.5%	18.4%[10.9 µM]
CCC1CCCCN1C(=O)CSc1nc2c([nH]c3ccccc32)c(=O)n1-c1cccc(OC)c1 (stereo not drawn)	6.6%	-11.5%	?	15.3%[10.9 µM]
COc1ccc(S(=O)(=O)Cc2ccc(C(=O)N3CCN(c4ncccn4)CC3)o2)cc1	4.5%	-10.0%	-3.1%	-3.1%
COc1ccc(C(=O)Cn2c(=O)c(-c3cc(C)ccc3NC(C)=O)nc3ccccc32)cc1	1.8%	10.1%	-1.0%	3.2%[10.9 µM]
CC(C)CO/N=C1/C[C@@H](O)[C@@H](O)[C@@H]2[C@@H]3C(=O)N(C(C)(C)C)C(=O)[C@H]3CC[C@H]12	4.4%[9.22 µM]	13.2%[9.22 µM]	.	.
O=C(CSc1cn(CC(=O)N2CCOCC2)c2ccccc12)Nc1ccccc1C(F)(F)F	0.9%	23.9%	1.8%	6.4%[10.9 µM]
O=C(CSc1nc2nc(-c3cccs3)cc(C(F)(F)F)c2c(=O)[nH]1)NCc1ccco1	0.0%	-4.2%	4.2%	0.6%
O=C(c1cc(C(F)(F)F)cc(C(F)(F)F)c1)N1CCC[C@@]2(CCN(Cc3ccccc3)C2)C1	-12.1%	-14.2%	1.1%[11.4 µM]	.
COc1ccc(CNC(=O)Cn2c(=O)c3cccn3c3ccccc32)cc1	12.0%	?	-1.6%	-23.6%[10.9 µM]
CCCCc1ccc(Nc2ncnc3c2cnn3-c2ccc(C)cc2)cc1	3.8%	-17.9%	-2.4%	-10.4%[10.9 µM]
CC(C)Cn1c(SCc2nnc(-c3cccs3)o2)nc(O)cc1=O	6.5%	28.1%	2.5%	-3.5%
CCOC(=O)C1=C2N(C)c3ccccc3N2CCC1=O	-6.4%	15.8%	-1.0%	1.3%

Shown with each value named: entries from further up.
SMILES: Cc1c(C(=O)NCCCN2CCCC2=O)oc2ccc(S(=O)(=O)N3CCOCC3)cc12
  p53ts 32C kill = -2.2%
  p53ts 39C kill = 6.0%
  IkB sig inh = 0.4%
  Peg3 imprint = -8.8%

SMILES: COc1cc2c(cc1OC)C(COc1ccc(F)cc1)N(C(=O)c1ccc(S(=O)(=O)N3CCCC3)cc1)CC2 (stereo not drawn)
  p53ts 32C kill = 1.2%
  p53ts 39C kill = -25.7%
  IkB sig inh = -0.5%
  Peg3 imprint = 18.4%[10.9 µM]

SMILES: O=C(CSc1nc2nc(-c3cccs3)cc(C(F)(F)F)c2c(=O)[nH]1)NCc1ccco1
  p53ts 32C kill = 0.0%
  p53ts 39C kill = -4.2%
  IkB sig inh = 4.2%
  Peg3 imprint = 0.6%

SMILES: CC(C)Cn1c(SCc2nnc(-c3cccs3)o2)nc(O)cc1=O
  p53ts 32C kill = 6.5%
  p53ts 39C kill = 28.1%
  IkB sig inh = 2.5%
  Peg3 imprint = -3.5%

(continued)
SMILES	p53ts 32C kill	p53ts 39C kill	IkB sig inh	Peg3 imprint
COc1ccc(S(=O)(=O)N(n2c(C)nnc2-n2nc(C)cc2C)S(=O)(=O)c2ccc(OC)cc2)cc1	7.6%	-11.1%	.	.
COc1cccc(OCC(=O)NC2CCCCC2)c1	-2.3%	0.2%	4.7%	-3.2%
COc1cccc(Nc2ncc3nc(-c4ccccc4)c(=O)n(C)c3n2)c1	-15.9%	-12.4%	-1.9%[11.4 µM]	-6.8%
CCCCN(Cc1cc2cc(OC)ccc2[nH]c1=O)C(=O)c1ccccn1	6.6%	10.8%	6.0%	-14.2%
CCN(CC(=O)NCc1cccs1)c1ccc(S(=O)(=O)N2CCOCC2)cn1	1.9%	-7.3%	0.6%	-6.5%
Cc1c(Cl)cccc1-n1nc(C)c2c(C(=O)NCc3ccccc3)cc(C3CC3)nc21	-6.7%	2.2%	?	-7.1%[10.9 µM]
CC1CN(C(=O)Nc2ccc(C(=O)NCc3cccc(F)c3)cc2)c2ccccc2S1 (stereo not drawn)	7.4%	-8.0%	?	-8.6%[10.9 µM]
Cc1c(C(=O)O)nc(/C=C\C(=O)O)[nH]c1=O	1.4%[9.22 µM]	-0.2%[9.22 µM]	-1.0%[11.4 µM]	-7.7%[10.9 µM]
Cc1cc(C(=O)Nc2c(C)nc3ccccn3c2=O)ccc1[N+](=O)[O-]	-11.3%	-0.3%	0.7%	3.2%[10.9 µM]
CCOc1ccc(C(CC(=O)O)NC(=O)c2ccco2)cc1 (stereo not drawn)	1.8%	-3.1%	.	.
COc1ccc(OC)c(S(=O)(=O)n2nnc3ccccc32)c1	12.0%	7.2%	?	-4.5%
CCN(CC)CC(=O)c1ccc(-c2ccccc2)cc1	-6.1%	-3.6%	?	-42.8%[inhibitor]
COc1cccc(Cn2c(=O)c(-c3cccs3)nc3cnc(OC)nc32)c1	3.4%	0.8%	0.9%[11.4 µM]	-0.6%
c1ccc(CCn2nnnc2CN2CCc3ccccc32)cc1	1.5%	-6.0%	1.6%	-8.6%
CC1(C)Oc2ccc(C(=O)NC3CCCC3)cc2N(CC(=O)NC2CCCC2)C1=O	-16.5%	6.7%	-1.2%	1.4%
CCOc1ccccc1N(C(=O)c1ccco1)C(C(=O)NC1CCCC1)c1cccnc1 (stereo not drawn)	9.4%	-4.6%	-0.6%	-1.8%
COc1cc(NC(=O)Cn2c(=O)cc(C)c3c(C)nn(-c4ccc(C)cc4)c32)cc(OC)c1	-4.5%	5.8%	-1.4%	-10.5%[10.9 µM]
CCN(CCCNC(=O)CN(C)S(=O)(=O)c1ccc2c(c1)CCC(=O)N2)c1cccc(C)c1	-5.1%	-3.6%	2.6%	-13.0%
CCOc1cc2[nH]c(=O)n(CCC(=O)N3CCN(c4ccccc4OC)CC3)c(=O)c2cc1OCC	-0.9%	-2.6%	-0.1%	-3.8%
Cc1cc2c(cc1S(=O)(=O)CCC(=O)N1CCCC(C)C1)OCC(=O)N2 (stereo not drawn)	-0.6%	-25.1%	?	-9.7%[10.9 µM]

3 compounds from above, ordered by their value in Peg3 imprint, largest number first:
| SMILES | Peg3 imprint |
| --- | --- |
| CC1(C)Oc2ccc(C(=O)NC3CCCC3)cc2N(CC(=O)NC2CCCC2)C1=O | 1.4% |
| COc1cccc(OCC(=O)NC2CCCCC2)c1 | -3.2% |
| CCOc1cc2[nH]c(=O)n(CCC(=O)N3CCN(c4ccccc4OC)CC3)c(=O)c2cc1OCC | -3.8% |

(next part)
SMILES	p53ts 32C kill	p53ts 39C kill	IkB sig inh	Peg3 imprint
Oc1c(C(c2ccccc2)N2CCC3(CC2)OCCO3)sc2nc(-c3ccco3)nn12 (stereo not drawn)	-11.3%	-0.3%	-3.4%	9.3%[10.9 µM]
Cc1cc2n(n1)CCCN2C(=O)Nc1ccccc1F	4.7%	9.1%	1.0%	11.7%[10.9 µM]
Cc1ccc(NC(=O)CN2C(=O)c3cccnc3Sc3ccccc32)cc1C	1.2%	?	?	-12.0%[10.9 µM]
CCCCCOC(=O)Cn1c(=O)oc2ccccc21	2.5%	1.5%	-4.8%	2.3%
Cc1ccccc1S(=O)(=O)Cc1ccc(C(=O)N2CCN(c3cccc(Cl)c3)CC2)o1	10.0%	?	?	-14.8%[10.9 µM]
CCC(C)(C)n1c(=O)[nH]c2c(c1=O)CCC2	14.1%	4.6%	0.4%	-6.1%
CCOC(=O)Cn1nnnc1CN(Cc1ccc(OC)cc1)Cc1cc2cc(CC)ccc2[nH]c1=O	5.9%	15.8%	?	-6.1%
NS(=O)(=O)c1ccc(NC(=O)CSC2=NC(=O)C(c3ccccc3)C(=O)N2)cc1 (stereo not drawn)	-2.6%	7.4%	-0.9%	-4.2%
CC1Cc2nc(SCC(=O)N3CCOCC3)n(-c3ccccc3)c(=O)c2S1 (stereo not drawn)	-2.0%	4.5%	-1.5%	-20.6%
CCC(C)NC(=O)CN1C(=O)COc2ccc(S(=O)(=O)N3CCOCC3)cc21 (stereo not drawn)	?	10.0%	-1.5%	-8.5%[10.9 µM]
COc1ccc(NC2CC(=O)N(c3cccc(C)c3)C2=O)cc1 (stereo not drawn)	-4.0%	1.4%	-3.7%	-11.6%
CC(C)OCCCn1c(=O)c2ccccc2n2c(-c3ccccc3)nnc12	7.7%	24.8%	2.6%	22.8%[10.9 µM]
O=C(CN1C(=O)C2(OCCO2)c2ccccc21)c1ccc(Br)cc1	2.9%	7.0%	1.4%	-5.7%
CCOCC(=O)Nc1cc(OC)c(Cl)cc1OC	-0.4%	-0.3%	0.1%	-7.5%
O=C(CSc1n[nH]c(-c2ccc(S(=O)(=O)N3CCCCC3)cc2)n1)Nc1nccs1	-2.1%	-6.1%	?	-11.7%
Cc1ccc(Cl)cc1NC(=O)C1CCCN(S(=O)(=O)c2c(C)noc2/C=C/N(C)C)C1 (stereo not drawn)	23.0%	33.2%[activator]	?	-18.9%[10.9 µM]
O=C(c1cc(C2CC2)on1)N1CCN(c2ccc(F)cc2)CC1	-16.0%	13.8%	8.5%	-17.5%
Cc1ccc(OCC(=O)N(Cc2ccc(N(C)C)cc2)CC2CCCO2)cc1C (stereo not drawn)	5.1%	-27.4%	2.1%	-12.4%[10.9 µM]
Cc1ccc2cc(-c3noc(C4CCCCC4)n3)c(=O)[nH]c2c1	-2.9%	3.0%	1.9%	2.1%
O=C(CCSc1ccccc1)NCC1CCCO1 (stereo not drawn)	-0.7%	-1.7%	1.0%	?
CCOc1ccc(CCNC(=O)c2ccc(Cn3c(=O)c4cccn4c4cccnc43)cc2)cc1	-14.4%	?	-3.2%	-19.4%[10.9 µM]
COc1ccc(CNC(=O)CN2CCSc3ccccc32)c(OC)c1	3.2%	-20.5%	2.7%	-6.1%[10.9 µM]
COc1ccccc1NC(=O)CN(C)S(=O)(=O)c1ccc2c(c1)c(=O)n(C)c(=O)n2C	4.8%	3.1%	0.2%	10.9%[10.9 µM]
COc1ccc(OC)c(N(CC(=O)NCc2ccccn2)S(C)(=O)=O)c1	6.1%	-8.1%	.	.
COc1cc(C)c2occ(/C(C)=N\O)c2c1	-13.3%	2.8%	-1.0%	-7.7%
COCCn1nnnc1C(c1ccc(OC)c(OC)c1)N1CCc2ccccc21 (stereo not drawn)	22.9%	-8.3%	-0.1%	-6.3%
COc1ccc(NC(=O)C2=C(C)Nc3ncnn3C2c2ccccn2)cc1 (stereo not drawn)	1.6%	-12.7%	3.0%	-11.0%[10.9 µM]
O=S(=O)(c1cccc(-n2cnnn2)c1)N1CCOCC1	4.4%	-0.4%	0.4%	-7.7%
CCn1c2ccccc2c2nnc(SCN3C(=O)c4ccccc4C3=O)nc21	17.8%	3.4%	0.8%	20.7%
Cc1cccc(N2C(=O)CC(Sc3nnc(C)s3)C2=O)c1 (stereo not drawn)	-6.2%	14.9%	.	.
O=C(COc1ccc2c(c1)CCC2)N1CCc2ccccc21	12.6µM*	?	?	-34.8%[inhibitor]
O=C(CC1N=C2c3ccccc3N=C(SCC(=O)Nc3ccc(F)cc3)N2C1=O)NCc1ccco1 (stereo not drawn)	-13.0%	-20.1%	?	-13.6%[10.9 µM]
O=C(C1CCCN(S(=O)(=O)c2cccs2)C1)N1CCC(N2CCCCC2)CC1 (stereo not drawn)	4.3%	5.0%	-0.9%	-4.4%
CCN1CCN(c2ncc3c(n2)CC(c2ccccc2O)CC3=O)CC1 (stereo not drawn)	3.5%	-0.3%	0.9%	-14.3%[10.9 µM]
O=C1c2ccccc2CC1(Cc1ccccc1)Cc1ccccc1	-5.4%	-5.3%	.	.
